High-throughput results: PubChem, National Center for Advancing Translational Sciences (NCATS)
HBB splice mod: alters splicing of the hemoglobin beta chain. Potency, µM (series often up to 46.1 µM), for inactives: at the top dose activation, actives largely listed as activators. HBB splicing reporter cell assay, activation; EGFP reporter with mutant IVS2-654 intron; response scale: normalised to 500 nM splice-correcting PNA. AID 925. 65,000 tested, 0.06% active; further: potency means the concentration at half of the fitted maximal effect; 0% is about no effect
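Compounds were applied for 2 days to HeLa EGFP-654 cells, 500/well in Optimem with 2% FCS. The reporter's EGFP is disrupted by mis-splicing of beta-globin intron IVS2-654. Readout: summed well GFP fluorescence from 488 nm laser scanning; reference was 500 nM antisense […] 654 PNA.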
ERK AVP inh: vasopressin-driven ERK pathway inhibition; HEK293-V1b, vasopressin-stimulated pERK AlphaScreen; Potency, µM (top dose mostly 57.5 µM), inactives show top-dose activity, negative = inhibition, most hits filed as inhibitors; 72,000 tested, 0.99% active; AID 995; further: potency means the concentration at half of the fitted maximal effect; on the % scale 0 is the no-effect control and ±100 the full control effect; nearly all actives have a fitted effect of over 55% in size
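Phosphorylated ERK1/2 detected via AlphaScreen bead proximity in lysates of V1b-expressing HEK293 cells given 25 nM vasopressin for 5 min after 30 min compound exposure (37 °C). AC50 from Hill equation; basal DMSO 0%, vasopressin 100%.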
GFP derepression: epigenetic modulators derepressing GFP locus in mouse cells | mouse C127i GFP locus derepression, cytometry, 30 h | Potency, µM (doses to about 46.1 µM), for inactives: at the highest dose GFP derepression (activation) | 68,000 tested, 0.09% active; further: % of control where 0% means no effect
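Murine C127i mammary cells carrying a silenced, stably integrated CMV-driven GFP reporter were treated with compound for 30 hours at 37 C. After PBS washes, GFP-positive cells were counted by laser-scanning microplate cytometry.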
Ub-GFP proteasome: inhibits proteasome, raising ubiquitin-GFP reporter fluorescence. Potency, µM (series often up to 45.9 µM), without a hit: at the highest dose activation (GFP accumulation), actives largely listed as activators. AID 526. 67,000 tested, under 10 active. Ubiquitin-GFP reporter cells, proteasome inhibition, GFP fluorescence; response scale: untreated = 0%, 10 µM MG-132 = 100%; active means well fitted activation curve with a large enough effect, not every such curve was filed as active; inconclusive means small, poorly fitted or top-dose-only effect, or another doubt; inactive means no such curve, though single readings can be large or run the other way; further: potency means the concentration at half of the fitted maximal effect
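U2OS cells stably expressing ubiquitin(G76V)-GFP, seeded overnight in 0.5% FBS medium, were exposed to compounds (qHTS, 46 uM to 2.9 nM) for 4 hr at 37 °C. GFP-positive cells were counted by laser cytometry (488 ex/515 em), normalized between basal and 10 uM MG-132.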
Hsp90 Hop PPI: changes Hsp90-Hop TPR2A binding signal, up or down | 71,000 tested, 0.44% active | AID 595 | AlphaScreen TPR2A-His6 binding biotin-Hsp90 C-terminal peptide | Potency, µM (titrated, usually from 57 µM), inactives show at the highest dose activity change, negative = inhibition; active means well fitted curve in either direction with a large enough effect; inconclusive means small, poorly fitted or top-dose-only effect, or another doubt; further: potency means the concentration at half of the fitted maximal effect; on the % scale 0 is the no-effect control and ±100 the full control effect; many of its hits are not listed in these tables
Tau filament bind: tau filament binding; P10636; recombinant tau filaments, thioflavin S fluorescence, 15 h; filaments grown with octadecylsulfate alongside compound; Potency, µM (doses to about 57.1 µM), for inactives: at the highest dose activity change, negative = inhibition; 71,000 tested, 2% active;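 further: potency means the concentration at half of the fitted maximal effect; on the % scale 0 is the no-effect control and ±100 the full control effect; actives lower thioflavin S fluorescence by blocking filaments or displacing dye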
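Tau 2 uM in ThS buffer dispensed; compound added; 60 uM ODS added (finals 1 uM tau, 30 uM ODS); 15 h 37 C; fluor ex450/em510.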
Pol III holo inh: DNA polymerase III holoenzyme inhibition; reconstituted DNA polymerase III holoenzyme replication, biochemical; Potency, µM (titrated, usually from 57.1 µM), without a hit: top-dose activity change, negative = inhibition; 71,000 tested, 0.25% active; further: potency means the concentration at half of the fitted maximal effect; on the % scale 0 is the no-effect control and ±100 the full control effect
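Reconstituted *E. coli* holoenzyme (0.35 nM Pol III, 1 nM beta, 154 nM SSB, 2 nM primase) was preincubated with compound for 15 min at RT. Synthesis on 1.4 nM ssM13Gori ran 35 min, then was stopped with PicoGreen/EDTA and read as dsDNA fluorescence.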
15-hLO inh: inhibitors of human 15-lipoxygenase (ALOX15); purified 15hLO-1, xylenol orange hydroperoxide absorbance; AID 887; Potency, µM (top dose mostly 57.1 µM), inactives show top-dose activity change, negative = inhibition, usual class: inhibitors; 74,000 tested, 1.4% active; P16050; further: potency means the concentration at half of the fitted maximal effect; on the % scale 0 is the no-effect control and ±100 the full control effect; nearly all actives have a fitted effect of over 55% in size
Target sequence (P16050 whole entry, looked up): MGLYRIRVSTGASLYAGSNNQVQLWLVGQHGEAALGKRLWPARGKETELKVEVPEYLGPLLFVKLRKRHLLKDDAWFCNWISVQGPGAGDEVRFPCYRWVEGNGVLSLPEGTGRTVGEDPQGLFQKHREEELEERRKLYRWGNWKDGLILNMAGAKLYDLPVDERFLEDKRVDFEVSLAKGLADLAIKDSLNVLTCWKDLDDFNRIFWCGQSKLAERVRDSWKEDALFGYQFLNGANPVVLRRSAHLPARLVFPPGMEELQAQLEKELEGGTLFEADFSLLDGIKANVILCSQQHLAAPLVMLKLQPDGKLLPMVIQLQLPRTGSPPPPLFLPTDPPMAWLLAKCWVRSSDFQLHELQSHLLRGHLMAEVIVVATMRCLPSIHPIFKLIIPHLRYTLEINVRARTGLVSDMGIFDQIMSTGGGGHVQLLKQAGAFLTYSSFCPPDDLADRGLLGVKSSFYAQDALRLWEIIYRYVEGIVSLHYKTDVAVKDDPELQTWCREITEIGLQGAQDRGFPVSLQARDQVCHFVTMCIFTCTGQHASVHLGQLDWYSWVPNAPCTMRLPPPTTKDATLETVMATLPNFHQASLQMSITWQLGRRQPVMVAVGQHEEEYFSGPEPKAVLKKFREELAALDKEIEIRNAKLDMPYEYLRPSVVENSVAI
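Inhibition is scored from a chromogenic endpoint. After 15 min enzyme-compound contact, arachidonic acid (50 uM final) reacts 6 min with 40 nM 15hLO-1 at room temperature, then Fe-XO reagent is added for 30 min and absorbance ratio recorded.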
FLuc inh: firefly luciferase inhibition | P08659 | AID 411 | purified firefly luciferase, luminescence, 8 min | 72,000 tested, 2.2% active | Potency, µM (doses to about 57.1 µM), without a hit: top-dose activity change, negative = inhibition, most hits filed as inhibitors; further: potency means the concentration at half of the fitted maximal effect; on the % scale 0 is the no-effect control and ±100 the full control effect; nearly all actives have a fitted effect of over 40% in size
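Substrate buffer containing 10 uM ATP (pH 7.2 imidazole, Mg2+, KCl, detergent, BSA) is dispensed, compound pinned in, then luciferase/luciferin detector mix added. After 8 min at ambient temperature, light output is measured.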
HADH2 inh: HADH2 (human) dehydrogenase inhibition | Q99714 | recombinant HADH2, NADH fluorescence, beta-hydroxybutyryl-CoA | Potency, µM (top dose mostly 57.1 µM), inactives show at the highest dose activity change, negative = inhibition, hits mostly inhibitors | 73,000 tested, 3.4% active | AID 886; further: potency means the concentration at half of the fitted maximal effect; on the % scale 0 is the no-effect control and ±100 the full control effect; nearly all actives have a fitted effect of over 60% in size; many of its hits are not listed in these tables
Target sequence (Q99714 whole entry, looked up, one chain of several): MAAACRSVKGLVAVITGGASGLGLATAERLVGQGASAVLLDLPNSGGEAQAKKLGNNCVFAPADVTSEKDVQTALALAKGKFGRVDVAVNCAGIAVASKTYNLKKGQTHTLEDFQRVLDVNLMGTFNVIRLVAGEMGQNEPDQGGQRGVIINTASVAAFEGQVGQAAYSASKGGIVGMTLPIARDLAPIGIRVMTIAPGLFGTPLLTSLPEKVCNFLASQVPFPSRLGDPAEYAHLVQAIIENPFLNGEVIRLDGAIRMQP
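E. coli-expressed His-tagged HADH2 tested at 20 nM in alkaline Tris buffer (pH 9.0); oxidation of 90 uM beta-hydroxybutyryl-CoA with 1 mM NAD+ tracked fluorimetrically for 4 min.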
CRE Fsk mod: alters forskolin-stimulated CRE reporter signaling in CHO cells | CHO CRE-bla reporter (cAMP response element driving beta-lactamase), forskolin EC10, beta-lactamase ratio | Potency, µM (highest dose often 38.2 µM), for the others: at the highest dose activity change, negative = inhibition, actives largely listed as activators | AID 662 | 71,000 tested, 2.5% active; active means well fitted activation curve with a large enough effect in the signal ratio, with a control signal flat, not every such curve was filed as active; inconclusive means small, poorly fitted or top-dose-only effect, or effect the other way, or a change in a side signal; the % refers to the signal ratio; further: potency means the concentration at half of the fitted maximal effect; % of control where 0% means no effect
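Reporter-gene assay: CHO cells with beta-lactamase behind cAMP responsive elements, co-treated with compound and EC10 NKH 477 for 3 hours at 37 degrees Celsius. Activity came from the 460/530 nm CCF4 emission ratio.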
An asterisk follows results filed as active; ? = inconclusive; . = no result given; [ ] = dose if it differs, or a comment. Unless noted, the call rests on the fitted dose curve; in most records, active means well fitted curve in the direction sought with a large enough effect; inconclusive means small, poorly fitted or top-dose-only effect, or another doubt; inactive means no such curve, though single readings can be large; an effect the other way counts as inactive or inconclusive. Only part of the results is shown, so the mix of outcomes need not match the whole.

SMILES,HBB splice mod,ERK AVP inh,GFP derepression,Ub-GFP proteasome,Hsp90 Hop PPI,Tau filament bind,Pol III holo inh,15-hLO inh,FLuc inh,HADH2 inh,CRE Fsk mod
CCn1ccc(C(=O)Nc2ccc(S(=O)(=O)Nc3ccccc3OC)cc2)n1,-0.3%,?,0%,-5%,3%,-4%,-8%,-12%,1%,-2%,?
CN(c1ccccc1)c1nc2ccsc2c(=O)s1,-3.3%,26%,-1%,-13%,27%,6%,-1%,-15%,-16%,-24%,?
Cc1nc2cnc(Oc3ccccc3)nc2n(C2CC2)c1=O,0.5%,2%,0%[9.22 µM],9%,-5%,0%,-11%,-4%,0%[11.4 µM],2%,?
O=c1oc2ccccc2c(O)c1/C=N/c1ncccn1,-2.6%,-7%,2%,-4%,-2%,-3%,-3%,11%,-5%,2%,17%
CC(Sc1nncn1C)C(=O)Nc1nnc(C(C)C)s1 (centres undefined),0.0%,.,.,-1%,-1%,-4%,5%,12%,1%,9%,2%
Cc1nnsc1-c1nc2ccccc2[nH]1,-1.1%,-16%,2%,7%,4%,-2%,-5%,0%,1%,32µM*,?
O=C(NCCc1ccc(Cl)cc1)c1nnc(Cc2ccc(Cl)cc2)o1,0.7%,2%,-2%,9%,-1%,50%,-4%,3%,1%,2%,1%
CCN(CC)c1ccc2c(c1)C(=O)N(C)C2=O,2.3%,39%[activator],0%,2%,12%,30%,-3%,1%,-9%,-1%,?
NCCC[C@@H](CC(=O)N[C@@H]1CCNC[C@H]1C(=O)N[C@H](CC(=O)N[C@@H](CCC(=O)O)CC(=O)O)Cc1c[nH]c2ccccc12)NC(=O)C[C@H](Cc1ccccc1)NC(=O)[C@@H]1CCCC[C@H]1N,-0.1%,.,.,.,-11%,-20%,-8%,.,.,6%,-15%
COCCNc1cc(-c2ccccc2CN(C)C)ncn1,0.5%,15%,2%[9.22 µM],1%,-5%,-5%,-7%,4%,0%[2.29 µM],9%,0%
O=C(NCCn1cc(SCC(=O)N2CCOCC2)c2ccccc21)c1ccccc1,0.1%,.,.,-5%,-6%,-21%,-6%,-2%,-1%,-6%,5%
CN1CCN(P(=O)(c2ccccc2)c2nc3ccccc3s2)CC1 (centres undefined),-0.3%[57.5 µM],-4%,3%,1%,-2%,2%,3%,6%,3%,-9%,-4%
CN1CCCC2(CCN(C(=O)c3cccn3C)CC2)C1,1.3%,1%,0%[9.22 µM],-4%,1%,-14%,-5%,-2%,-1%[11.4 µM],5%,-7%
CCOC(=O)C1=C(C)SC2=NS(=O)(=O)CCN21,0.4%[57.5 µM],8%,1%,8%,?,-5%,-2%,-1%,-1%,10%,-6%
O=C(Nc1ccc(F)cc1)C1CCC(N2C(=O)c3ccccc3C2=O)CC1 (centres undefined),-0.2%[9.22 µM],-7%,1%,14%,1%,105%,0%,19%,1%,-2%,-3%
c1ccc(-c2cccc(-c3ccccn3)n2)nc1,-0.4%[57.5 µM],?,-2%,0%,3.2µM*,-3%,2%,75%[activator],-5%,-14%,?
O=C(C1CCCN(c2nnc(-n3cccc3)s2)C1)N1CCN(c2ccccc2)CC1 (centres undefined),-0.1%,?,7%,8%,-14%,27%,-10%,2%,-2%,1%,2%
CCCN1CCN(C(c2cc3cc4c(cc3[nH]c2=O)OCO4)c2nnnn2C(C)(C)C)CC1 (centres undefined),.,-1%,0%,-3%,0%,1%,-6%,2%,3%,25µM*,2%
Nn1c(SCC(=O)Nc2ccccc2)nnc1-c1cccnc1,1.0%,8%,-4%,-1%,1%,-4%,-1%,1%,-1%,-12%,-12%
OCC1(c2cc(C(F)(F)F)n[nH]2)CCCCC1,0.7%[57.5 µM],-2%,3%,-2%,-2%,-5%,1%,0%,3%,-5%,-6%
O=c1cc(N2CCc3ccccc3C2)[nH]c(=O)n1-c1ccc(Br)cc1,-5.1%,3%,4%,-10%,-5%,0%,0%,3%,2%,-4%,?
CCN1CCN(C(c2ccccc2F)c2nnnn2Cc2ccc3c(c2)OCO3)CC1 (centres undefined),.,-16%,-2%,-3%,-1%,-6%,-6%,-2%,1%,5%,0%
CC(C)NCC(O)COCc1ccc(Cl)cc1 (centres undefined),-0.5%[57.5 µM],-4%,3%,0%,-1%,6%,-4%,5%,3%,-10%,-3%
CCCOc1cccc(OCCSc2nc(C)cc(=O)[nH]2)c1,3.7%,-6%,2%,-7%,1%,1%,0%,3%,0%,-1%,-1%
O=C1c2ccccc2NC(c2ccc3c(c2)OCCO3)N1c1ccc2c(c1)OCCO2 (centres undefined),3.2%[1.84 µM],-23%,0%,11%,1%,-3%,4%,-11%,20µM*,?,-3%
CCOc1ccc(OCc2ccc(C(=O)NCc3ccncc3)o2)cc1,-2.3%,?,4%,-6%,-3%,-5%,4%,-4%,-5%,2%,0%
O=C(CSc1nnc2ccccn12)NCCN1C(=O)CSC1=O,-0.1%[57.5 µM],-4%,-5%,-2%,1%,2%,-3%,0%,-1%,-4%,-10%
Cc1c(C)n(C(=O)CN2CCC(C(N)=O)CC2)c2ccccc12,0.5%,-17%,-4%,2%,-1%,14%,4%,3%,-1%,9%,2%
O=C(CCN1C(=O)C2CC=C(Cl)CC2C1=O)N1CCCCC1 (centres undefined),-2.6%,-9%,2%,-10%,-5%,274%,3%,8%,1%,-24%,-1%
Cc1noc(C)c1S(=O)(=O)Nc1ccc(C(=O)NC2CCCCC2)cc1,-1.0%,16%,6%,-3%,-1%,5%,3%,11%,1%,1%,2%
CC[N+](C)(CC)CC(=O)Nc1c(C)cccc1C,.,-5%,1%,0%,-10%,?,-1%,-3%[25.6 µM],-1%,-2%,-10%
CC(C)C(=O)N[C@@H]1CCCN1C(=O)/C=C\c1ccccc1,1.6%[9.22 µM],8%[11.5 µM],.,.,.,.,.,-1%[11.4 µM],1%[11.4 µM],-4%[11.4 µM],.
O=C(c1ccco1)N1c2ccccc2Sc2ccccc21,-1.5%,22%,-1%,17%,-6%,-11%,5%,-28%,0%,-10%,-9%
COc1ccc(S(=O)(=O)N(C)CC(=O)Nc2ccccc2SC)cc1,0.1%,-12%,-2%,-3%,-3%,11%,6%,3%,-1%,-4%,-16%
COc1ccccc1CNc1ncnc2ccc(-c3ccc(N(C)C)cc3)cc12,?,?,11%[9.22 µM],-9%,?,2µM*,-5%,-18%,0%[2.29 µM],?,?
CCN1C(=O)/C(=C2\SC(=S)N(CC3CCCO3)C2=O)c2ccccc21 (centres undefined),-0.2%[9.22 µM],-27%,0%,0%,-4%,-8%,8%,1%,1%,7%,2%
O=C(CSc1nnc(-c2ccccc2)o1)c1ccc2c(c1)OCCO2,.,0%,-2%,0%,2%,18%,2%,4%,3%,-2%,3%
CN(C(=O)CSc1nnc(-c2ccco2)o1)C1CCCCC1,-2.1%,-3%,-2%,2%,-1%,4%,-2%,10%,-5%,-7%,-3%
CC(C)(CO)NC(=O)CCCOc1ccc(Cl)cc1Cl,-0.1%[9.22 µM],-16%,-2%,-12%,-3%,0%,-1%,16%,-21%,2%,5%
COc1cccc2cc(C(=O)C3=C(O)C(=O)N(CCN(C)C)C3c3ccc(F)cc3)oc12 (centres undefined),-1.7%[1.84 µM],-4%,-2%,7%,-4%,0%,-9%,40%[activator],-1%,3%,-6%
N=C(N)SCCc1ccncc1,2.6%[9.22 µM],-1%[11.5 µM],9%[9.22 µM],-6%[9.17 µM],-5%[11 µM],4%[11.4 µM],-9%[11.4 µM],6%[11.4 µM],4%[11.4 µM],-15%[11.4 µM],11%[7.6 µM]
C=CCn1c(SCC(=O)N2CCOCC2)nc2sc3c(c2c1=O)CCCC3,0.3%,?,0%,16%,-3%,30%,-6%,-5%,0%,-6%,?
N#Cc1c(SCC(N)=O)nsc1SCc1ccccc1Cl,0.9%[0.369 µM],-28%,3%,5%,1%,-12%,8%,-18%,2%,-8%,9%
